Mtb BioA inh = inhibitors of Mycobacterium tuberculosis BioA enzyme; purified M. tuberculosis BioA enzyme, plate reader; inhibition, % at 9.99 µM; 0.096% of 360,000 active; AID 602481; in the data active = inhibition above about 40%
* hit, by the source's call. Only part of the results is shown; the hit share may differ from the screen's.

The first four entries as a preview:
Screening COc1cccc(-c2ccc3c(c2)O[C@H](CN(C)C(=O)c2ccccc2F)[C@@H](C)CN([C@@H](C)CO)S3(=O)=O)c1 returned Mtb BioA inh 2.3.
For CO[C@@H]1CN(C)C(=O)c2cc(NC(=O)CC(F)(F)F)ccc2OC[C@@H](C)N(C(=O)C2CCCC2)C[C@H]1C the results were Mtb BioA inh -0.7.
`Cc1ccc(S(=O)(=O)N(C)C[C@H]2Oc3cc(C4=CCCC4)ccc3S(=O)(=O)N([C@H](C)CO)C[C@@H]2C)cc1` gave Mtb BioA inh 2.2.
For C[C@@H]1CN([C@@H](C)CO)S(=O)(=O)c2ccc(C#C[C@@H](C)O)cc2O[C@@H]1CN(C)Cc1ccc(-c2ccccc2)cc1 the results were Mtb BioA inh -1.9.

All compounds of this part, repeating the preview:
Screening COc1cccc(-c2ccc3c(c2)O[C@H](CN(C)C(=O)c2ccccc2F)[C@@H](C)CN([C@@H](C)CO)S3(=O)=O)c1 returned Mtb BioA inh 2.3.
For CO[C@@H]1CN(C)C(=O)c2cc(NC(=O)CC(F)(F)F)ccc2OC[C@@H](C)N(C(=O)C2CCCC2)C[C@H]1C the results were Mtb BioA inh -0.7.
`Cc1ccc(S(=O)(=O)N(C)C[C@H]2Oc3cc(C4=CCCC4)ccc3S(=O)(=O)N([C@H](C)CO)C[C@@H]2C)cc1` gave Mtb BioA inh 2.2.
For C[C@@H]1CN([C@@H](C)CO)S(=O)(=O)c2ccc(C#C[C@@H](C)O)cc2O[C@@H]1CN(C)Cc1ccc(-c2ccccc2)cc1 the results were Mtb BioA inh -1.9.
Screening C/C=C/c1cnc2c(c1)C(=O)N([C@@H](C)CO)C[C@@H](C)[C@H](CN(C)C(=O)Nc1c(C)noc1C)O2 returned Mtb BioA inh -1.1.
Screening C[C@H]1CN([C@@H](C)CO)C(=O)CCCn2cc(nn2)CO[C@H]1CN(C)S(=O)(=O)c1ccc(C#N)cc1 returned Mtb BioA inh -2.3.
Screening Cc1ccc(S(=O)(=O)N[C@H]2CC[C@@H](CCNC(=O)Cc3ccccn3)O[C@H]2CO)cc1 returned Mtb BioA inh 3.2.
For C[C@@H]1CN([C@@H](C)CO)C(=O)Cc2cc(NC(=O)CCCCCC(=O)Nc3ccccc3N)ccc2O[C@@H]1CN(C)S(=O)(=O)c1cccs1 the results were Mtb BioA inh 0.3.
Screening O=C(C[C@H]1C=C[C@@H](NC(=O)Cc2ccccn2)[C@@H](CO)O1)NCCc1ccncc1 returned Mtb BioA inh -1.2.
For C[C@@H]1CCCCO[C@@H](CN(C)S(=O)(=O)c2ccc(F)cc2)[C@@H](C)CN([C@@H](C)CO)C(=O)c2cc(NC(=O)CCC(F)(F)F)ccc2O1 the results were Mtb BioA inh -2.4.
Screening COc1ccccc1CN1CC[C@@H]2[C@@H](CO)Nc3ccc(-c4cccc(F)c4)cc3[C@@H]21 returned Mtb BioA inh 17.
For O=C([C@H]1[C@H](CO)[C@H]2Cn3c(ccc(-c4cccnc4)c3=O)[C@@H]1N2CC1CC1)N1CCCCC1 the results were Mtb BioA inh -1.0.

Already shown: entries from further up.
For C[C@@H]1CN([C@@H](C)CO)S(=O)(=O)c2ccc(C#C[C@@H](C)O)cc2O[C@@H]1CN(C)Cc1ccc(-c2ccccc2)cc1 the results were Mtb BioA inh -1.9.
Screening C/C=C/c1cnc2c(c1)C(=O)N([C@@H](C)CO)C[C@@H](C)[C@H](CN(C)C(=O)Nc1c(C)noc1C)O2 returned Mtb BioA inh -1.1.
Screening C[C@H]1CN([C@@H](C)CO)C(=O)CCCn2cc(nn2)CO[C@H]1CN(C)S(=O)(=O)c1ccc(C#N)cc1 returned Mtb BioA inh -2.3.

(cont.)
For C[C@H]1CN([C@@H](C)CO)C(=O)c2cc(NS(C)(=O)=O)ccc2O[C@H]1CN(C)S(=O)(=O)c1ccccc1 the results were Mtb BioA inh 0.0.
C[C@H](CO)N1C[C@H](C)[C@@H](CN(C)Cc2ccc(C(=O)Nc3ccccc3N)cc2)Oc2c(NC(=O)c3cnccn3)cccc2C1=O was read as Mtb BioA inh 21.
O=C(C[C@@H]1CC[C@H](NC(=O)c2ccncc2)[C@H](CO)O1)NCC1CC1 was read as Mtb BioA inh -2.4.
For C[C@@H](NC(=O)[C@H]1[C@H](CO)[C@H]2Cn3c(cccc3=O)[C@H]2N1S(C)(=O)=O)c1ccccc1 the results were Mtb BioA inh -2.6.
`O=C(C[C@H]1CC[C@@H]2[C@H](COC[C@H](O)CN2C(=O)c2ccc(F)cc2)O1)N1CCOCC1` gave Mtb BioA inh -2.4.
`C[C@H]1CN([C@@H](C)CO)C(=O)Cc2cc(NS(C)(=O)=O)ccc2O[C@H]1CN(C)Cc1ccncc1` gave Mtb BioA inh -1.0.
`C[C@@H]1CCCCO[C@@H](CN(C)S(=O)(=O)c2ccc(F)cc2)[C@@H](C)CN([C@H](C)CO)C(=O)c2cc(NC(=O)CCCCCC(=O)Nc3ccccc3N)ccc2O1` gave Mtb BioA inh 0.0.
COc1ccc(S(=O)(=O)N(C)C[C@H]2OCCCC[C@H](C)Oc3ccc(NC(=O)CCCN(C)C)cc3C(=O)N([C@@H](C)CO)C[C@H]2C)cc1 was read as Mtb BioA inh 0.6.
For COc1ccccc1NC(=O)N1C[C@@H](O)COC[C@@H]2O[C@@H](CC(=O)NCc3ccccc3)CC[C@H]21 the results were Mtb BioA inh 0.3.
For N#C[C@H]1[C@H](c2ccc(C#Cc3ccccc3F)cc2)[C@H](CO)N1C(=O)C1CC1 the results were Mtb BioA inh -0.3.
Screening C[C@@H]1CN([C@H](C)CO)C(=O)c2cc(NC(=O)Nc3ccc(C(F)(F)F)cc3)ccc2O[C@@H](C)CCCCO[C@@H]1CN(C)Cc1ccc2c(c1)OCO2 returned Mtb BioA inh -2.9.
`CCCNC(=O)N1[C@H](CO)[C@@H](c2ccc(-c3ccccc3F)cc2)[C@@H]1C#N` gave Mtb BioA inh -0.4.
Screening CC(C)NC(=O)Nc1ccc2c(c1)CC(=O)N([C@H](C)CO)C[C@H](C)[C@H](CN(C)C(=O)NC1CCCCC1)O2 returned Mtb BioA inh -1.7.
COCC(=O)Nc1ccc2c(c1)[C@H]1C[C@H](CC(=O)N3CCN(C)CC3)O[C@@H](CO)[C@H]1O2 was read as Mtb BioA inh 1.6.
For COc1ccccc1C(=O)Nc1ccc2c(c1)C(=O)N(C)[C@@H]1CC[C@@H](CC(=O)NCc3ccc(Cl)c(Cl)c3)O[C@H]1CO2 the results were Mtb BioA inh -0.1.
Screening CCc1cnc(N2[C@H](C#N)[C@@H](c3ccccc3)[C@H]2CO)s1 returned Mtb BioA inh -1.1.
`C[C@@H]1CN([C@@H](C)CO)C(=O)c2cc(C#CC3(O)CCCC3)cnc2O[C@H]1CN(C)C(=O)C1CCC1` gave Mtb BioA inh -3.0.
`Cc1noc(C)c1S(=O)(=O)N(C)C[C@H]1Oc2c(NC(=O)c3ccc(-c4nccs4)cc3)cccc2C(=O)N([C@H](C)CO)C[C@@H]1C` gave Mtb BioA inh 4.0.
C[C@@H]1CN([C@@H](C)CO)C(=O)c2cc(NC(=O)Cn3cnnn3)ccc2O[C@@H]1CN(C)S(=O)(=O)c1cccs1 was read as Mtb BioA inh 0.5.
CC=Cc1ccc2n(c1=O)C[C@H]1[C@H](CO)[C@@H](C(=O)N[C@H](C)c3ccccc3)[C@@H]2N1Cc1cncnc1 (mixture of isomers) was read as Mtb BioA inh -1.8.
For C[C@H](CO)N1C[C@H](C)[C@H](CN(C)C(=O)Cc2ccccc2)Oc2ncc(C#Cc3ccccc3F)cc2C1=O the results were Mtb BioA inh -0.1.
Screening C[C@H](CO)N1C[C@H](C)[C@@H](CN(C)Cc2ccc3c(c2)OCO3)Oc2ccc(NC(=O)Nc3cccc4ccccc34)cc2CC1=O returned Mtb BioA inh -3.1.
Screening COCC#Cc1ccc2c(c1)O[C@@H](CN(C)Cc1ccc3c(c1)OCO3)[C@H](C)CN([C@@H](C)CO)S2(=O)=O returned Mtb BioA inh -4.0.
`C[C@@H]1CN([C@H](C)CO)C(=O)Cc2cc(N(C)C)ccc2O[C@H]1CN(C)S(=O)(=O)c1ccccc1` gave Mtb BioA inh 2.1.
`COc1ccc(-c2ccc([C@@H]3[C@@H](CO)N4CCCCN(C(=O)Cc5ccncc5)C[C@@H]34)cc2)cc1` gave Mtb BioA inh 3.3.
`COc1ccc(CN(C)C[C@@H]2Oc3ccc(NS(=O)(=O)c4ccc(C)cc4)cc3CC(=O)N([C@@H](C)CO)C[C@@H]2C)cc1` gave Mtb BioA inh 0.8.
Screening COc1ccc(C#Cc2ccc3c(c2)[C@@H]2[C@@H](CCN2S(=O)(=O)c2ccc(OC)cc2)[C@@H](CO)N3C)cc1 returned Mtb BioA inh -2.2.
`CN1CCN(C(=O)C[C@@H]2CC[C@@H]3[C@H](COC[C@@H](O)CN3Cc3ccc(Oc4ccccc4)cc3)O2)CC1` gave Mtb BioA inh 0.8.
Screening CN1[C@@H]2c3ccc(-c4cncnc4)c(=O)n3C[C@@H]2[C@@H](CO)[C@@H]1C(=O)NC1Cc2ccccc2C1 returned Mtb BioA inh -0.6.
C[C@@H]1CN([C@H](C)CO)C(=O)c2cc(/C=C/c3ccccc3)cnc2O[C@@H]1CN(C)S(=O)(=O)c1cn(C)cn1 was read as Mtb BioA inh 1.2.
Screening C[C@@H]1CN([C@H](C)CO)C(=O)Cc2cc(NS(=O)(=O)c3cccs3)ccc2O[C@H]1CN(C)S(=O)(=O)c1cn(C)cn1 returned Mtb BioA inh -4.6.
`C[C@H](CO)N1C[C@H](C)[C@H](CN(C)Cc2ccc(C(=O)O)cc2)Oc2ccc(NS(=O)(=O)c3ccccc3)cc2C1=O` gave Mtb BioA inh -2.4.
`C[C@@H]1CN([C@H](C)CO)C(=O)c2cccc(NC(=O)Nc3ccc4c(c3)OCO4)c2O[C@H]1CN(C)Cc1ccccc1` gave Mtb BioA inh -1.1.
O=C(Nc1cc(F)ccc1F)N1C[C@H]2[C@@H](c3ccccc31)[C@@H](CO)N2Cc1ccncc1 was read as Mtb BioA inh -4.2.
For C[C@@H]1CN([C@H](C)CO)C(=O)c2cc(NS(=O)(=O)c3cccs3)ccc2O[C@@H](C)CCCCO[C@@H]1CN(C)Cc1ccc(Cl)c(Cl)c1 the results were Mtb BioA inh -1.0.
`CNC[C@@H]1Oc2c(NS(=O)(=O)c3cccs3)cccc2C(=O)N([C@H](C)CO)C[C@H]1C` gave Mtb BioA inh 0.0.
`CC(C)NC(=O)Nc1ccc2c(c1)C(=O)N([C@@H](C)CO)C[C@H](C)[C@H](CN(C)C(=O)c1ccncc1)OCCCC[C@H](C)O2` gave Mtb BioA inh 0.4.
For C[C@H]1CN([C@@H](C)CO)C(=O)Cc2cc(NC(=O)Nc3ccc(C(F)(F)F)cc3)ccc2O[C@@H]1CN(C)C(=O)NC1CCCCC1 the results were Mtb BioA inh 0.0.
For C[C@@H]1CN([C@@H](C)CO)C(=O)c2cc(C3=CCCC3)cnc2O[C@H]1CN(C)C(=O)C1CCCCC1 the results were Mtb BioA inh 5.1.
CCCC#Cc1ccc([C@H]2[C@@H](CO)N3CCCCN(S(C)(=O)=O)C[C@@H]23)cc1 was read as Mtb BioA inh 1.6.
Screening Cc1ccc(S(=O)(=O)N(C)C[C@@H]2Oc3c(NC(=O)C4CCOCC4)cccc3C(=O)N([C@@H](C)CO)C[C@H]2C)cc1 returned Mtb BioA inh -1.3.
For C/C=C/c1cnc2c(c1)C(=O)N([C@H](C)CO)C[C@H](C)[C@@H](CN(C)S(=O)(=O)c1ccc(F)cc1)O2 the results were Mtb BioA inh 0.6.
C[C@H]1CCCCO[C@H](CN(C)S(=O)(=O)c2ccc(F)cc2)[C@@H](C)CN([C@@H](C)CO)C(=O)c2cc(NC(=O)CCC(F)(F)F)ccc2O1 was read as Mtb BioA inh -3.4.
Screening C/C=C/c1ccc([C@H]2[C@@H](CO)N(C(=O)CC)[C@H]2CNC(=O)c2ccncc2)cc1 returned Mtb BioA inh -0.7.
CCNC(=O)[C@@H]1[C@@H](CO)[C@@H]2Cn3c(ccc(C4=CCCCC4)c3=O)[C@@H]2N1CC1CC1 was read as Mtb BioA inh -0.5.
Screening CC(C)CC#Cc1ccc2c(c1)O[C@@H](CN(C)C(=O)Cc1cccnc1)[C@@H](C)CN([C@@H](C)CO)S2(=O)=O returned Mtb BioA inh 6.7.
Screening C/C=C/c1ccc2c(c1)O[C@H](CN(C)C(=O)c1cccnc1)[C@@H](C)CN([C@H](C)CO)S2(=O)=O returned Mtb BioA inh 0.5.
`CC=Cc1ccc2n(c1=O)C[C@@H]1[C@@H](CO)[C@H](C(=O)NCc3ccccc3)N(S(C)(=O)=O)[C@H]21` (mixture of isomers) gave Mtb BioA inh -0.9.
CC(=O)N1[C@H](CO)[C@H](c2ccccc2)[C@@H]1CN(C(=O)c1ccccc1)C(C)C was read as Mtb BioA inh 1.5.
C[C@@H]1CN([C@@H](C)CO)C(=O)c2cc(NC(=O)Cc3ccccc3)ccc2O[C@@H]1CN(C)S(=O)(=O)c1ccc(F)cc1 was read as Mtb BioA inh -2.4.
Screening C[C@H]1CN([C@@H](C)CO)C(=O)Cc2cc(NC(=O)C3CCCCC3)ccc2O[C@H]1CN(C)CC1CC1 returned Mtb BioA inh -0.1.
For C[C@@H](NC(=O)C[C@H]1CC[C@@H]2[C@H](COC[C@@H](O)CN2C(=O)Nc2cccc(Cl)c2)O1)c1ccccc1 the results were Mtb BioA inh 2.7.
For C[C@H]1CN([C@@H](C)CO)C(=O)c2cc(C#CCc3ccccc3)cnc2O[C@@H]1CN(C)Cc1cccc(C(=O)O)c1 the results were Mtb BioA inh 2.9.
For CC(C)NC(=O)N(C)C[C@@H]1Oc2ccc(NC(=O)Nc3ccccc3)cc2CC(=O)N([C@@H](C)CO)C[C@@H]1C the results were Mtb BioA inh 0.7.
C[C@H]1CN([C@@H](C)CO)C(=O)c2cc(NS(=O)(=O)c3ccc(Cl)cc3)ccc2O[C@@H]1CN(C)S(=O)(=O)c1ccc(F)cc1 was read as Mtb BioA inh 0.6.
C[C@@H]1CN([C@H](C)CO)C(=O)Cc2cc(NS(=O)(=O)c3ccccc3)ccc2O[C@@H]1CN(C)Cc1ccc(C(F)(F)F)cc1 was read as Mtb BioA inh -6.2.
Screening COc1ccc(S(=O)(=O)Nc2ccc3c(c2)CC(=O)N([C@H](C)CO)C[C@@H](C)[C@H](CN(C)S(=O)(=O)c2ccc(OC)cc2)O3)cc1 returned Mtb BioA inh -1.3.
Screening O=C(NCC[C@H]1CC[C@H](NC(=O)C2CC2)[C@@H](CO)O1)Nc1ccc(Cl)cc1 returned Mtb BioA inh -2.1.
